From PubChem BioAssay
S1P4 antagonist – blocks the human S1P4 receptor; S1P4-expressing cells, antagonist mode, reporter read-out; inhibition, % at 4.98 µM; 0.26% of 220,000 active; AID 1510; in the data active means inhibition above about 29%;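 further: 0% = wells stimulated with agonist and 100% = vehicle wells without agonist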
Target sequence (O95977 whole entry, looked up): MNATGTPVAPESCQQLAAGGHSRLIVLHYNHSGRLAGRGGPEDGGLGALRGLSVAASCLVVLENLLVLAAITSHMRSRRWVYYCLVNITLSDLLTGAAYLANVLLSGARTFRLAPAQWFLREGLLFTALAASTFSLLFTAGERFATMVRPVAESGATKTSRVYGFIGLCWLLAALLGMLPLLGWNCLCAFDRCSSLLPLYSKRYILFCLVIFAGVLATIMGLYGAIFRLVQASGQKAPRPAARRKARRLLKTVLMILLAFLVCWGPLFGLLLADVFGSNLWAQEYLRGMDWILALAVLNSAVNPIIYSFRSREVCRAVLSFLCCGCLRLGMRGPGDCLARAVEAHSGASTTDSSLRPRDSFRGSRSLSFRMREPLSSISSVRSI
zfTRPN1 agonist – zebrafish TRPN1 (NompC) channel agonism. HEK293 zebrafish TRPN1-YFP, Fluo-8 calcium fluorescence; 100% = response to 87 µM carbachol. activation, % at 3 µM. 0.18% of 220,000 active. AID 1424;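 active means activation above its plate's cutoff, the mean activation of test wells on that plate plus 3 SD, cut at about 19% in these data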;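 further: 0% = DMSO alone and 100% = 87 µM carbachol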
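Material: zebrafish TRPN1-YFP in HEK293 cells. Doses: one dose of 3 µM, 0.3% DMSO. Incubation: dye 1 h 37 °C plus 30 min RT. Measured by: intracellular calcium fluorescence with Fluo-8.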
PERK inhibitor – inhibitors of human PERK kinase; inhibition, % at 5.6 µM; 0.17% of 220,000 active; CHO PERK-DD fusion, SEAP luminescence translation reporter;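 active means inhibition above the mean inhibition of all tested compounds plus 3 SD, set separately per screening campaign, cut at about 2.9% in these data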;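 further: PERK kinase domain activated by AP20187 dimerizer at 100 nM; 0% = DMSO with dimerizer and 100% = rapamycin at 8.4 µM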
Calpain2 inh – inhibitors of pig calpain II. 0.37% of 220,000 active. inhibition, % at 16 µM. purified calpain II, fluorogenic peptide substrate, 30 min;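 active means inhibition above about 50%, limit read from the data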
BaF3 parental – counter-screen for JAK2V617F inhibitors: parental Ba/F3 viability inhibitors; CellTiter-Glo ATP luminescence; inhibition, % at 5.6 µM; 1.1% of 220,000 active;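 active means inhibition above a per-campaign cutoff, the mean inhibition of all tested compounds plus 3 SD, cut at about 27% in these data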;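 further: 0% = DMSO wells and 100% = JAK Inhibitor I control wells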
S1P4 agonist – agonists of human S1P4 receptor | activation, % at 4.98 µM | O95977 | 0.35% of 220,000 active | S1P4-expressing cell line, agonist reporter assay; in the data active means activation above about 11%;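 further: 0% = DMSO vehicle and 100% = reference agonist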
TRPML3 agonist – human mucolipin-3 channel agonism | Q8TDD5 | HEK293 TRPML3-YFP, Fluo-8 calcium fluorescence; 100% = the carbachol control signal | activation, % at 3 µM | 0.29% of 220,000 active | AID 1448;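 active means activation above its plate's cutoff, the mean activation of the plate's test wells plus 3 SD, cut at about 12% in these data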;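 further: 0% = DMSO only wells and 100% = carbachol wells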
Target sequence (Q8TDD5 whole entry, looked up): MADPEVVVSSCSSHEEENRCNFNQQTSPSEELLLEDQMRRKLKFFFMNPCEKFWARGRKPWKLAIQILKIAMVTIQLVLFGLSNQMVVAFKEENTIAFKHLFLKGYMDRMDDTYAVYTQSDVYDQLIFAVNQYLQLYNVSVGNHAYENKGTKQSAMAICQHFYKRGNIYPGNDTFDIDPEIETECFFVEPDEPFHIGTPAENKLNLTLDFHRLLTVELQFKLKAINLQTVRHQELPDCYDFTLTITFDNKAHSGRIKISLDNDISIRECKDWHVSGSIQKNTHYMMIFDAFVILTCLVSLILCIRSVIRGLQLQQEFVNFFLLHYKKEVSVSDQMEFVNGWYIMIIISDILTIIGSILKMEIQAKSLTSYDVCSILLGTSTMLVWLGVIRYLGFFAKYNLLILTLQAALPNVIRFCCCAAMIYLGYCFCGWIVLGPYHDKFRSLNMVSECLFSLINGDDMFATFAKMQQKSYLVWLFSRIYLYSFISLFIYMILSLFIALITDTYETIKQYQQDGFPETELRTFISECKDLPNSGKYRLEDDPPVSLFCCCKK
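Test system – HEK293 line with stable expression of human TRPML3-YFP channel · Control set – carbachol 87 µM final as high control (100%), DMSO as low control (0%) · Signal – Fluo-8 calcium dye fluorescence, ex 470-495, em 515-575 nm · Incubation – 1-h 37 °C dye load, 5-s basal, 120-s post-compound reads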
EP2 modulator – modulates human prostaglandin E2 receptor EP2 signaling. EP2-expressing cells, cAMP HTRF FRET, PGE2 co-stimulation. P43116. induction, % at 25 µM. 0.83% of 260,000 active;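 active means compounds whose cAMP rise, as percent of the full-agonist control response, exceeds 60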;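 further: rat C6 glioma line stably carrying human EP2 under a CMV promoter; the protocol text gives 20 µM as final concentration; 100% = response of wells given 1 µM PGE2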
Ba/F3 V617F tox – reduce viability of Ba/F3 cells dependent on JAK2V617F; Ba/F3 EpoR-JAK2V617F viability, ATP luminescence; inhibition, % at 5.6 µM; 1.1% of 220,000 active;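 active means inhibition above the campaign mean plus 3 SD over all tested compounds, cut at about 24% in these data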;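 further: cytokine-independent growth of Ba/F3 cells driven by EpoR plus mutant JAK2; 0% = DMSO-treated cells and 100% = JAK inhibitor I control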
Active calls of the source: *; & = joins results of further samples.

Screening CCNc1nc(NC(C)C)nc(Oc2ccc(OCc3ccccc3)nn2)n1 returned S1P4 antagonist 2, zfTRPN1 agonist 0.1, PERK inhibitor -1.7, Calpain2 inh -15, BaF3 parental 4, S1P4 agonist 0.6, TRPML3 agonist 0.8, EP2 modulator -56&-35 and Ba/F3 V617F tox 0.
For CCOc1ccc(-c2nnn(CC(=O)c3ccc4c(c3)OCCO4)n2)cc1OCC the results were S1P4 antagonist 2, zfTRPN1 agonist 5.6, PERK inhibitor 0.4, Calpain2 inh 5, BaF3 parental 1, S1P4 agonist -1.9, TRPML3 agonist 2.6, EP2 modulator -44&-105 and Ba/F3 V617F tox -3.
CCOC(=O)c1ccc(N2C(=O)c3n[nH]c(-c4ccco4)c3C2c2cccc([N+](=O)[O-])c2)cc1 (configuration not stated) was read as S1P4 antagonist -28, zfTRPN1 agonist 0.0, PERK inhibitor -1.2, Calpain2 inh -30, BaF3 parental 3, S1P4 agonist 2.2, TRPML3 agonist 0.2, EP2 modulator 16 and Ba/F3 V617F tox -1.
`COc1ccccc1Nc1c([N+](=O)[O-])cncc1[N+](=O)[O-]` gave S1P4 antagonist -5, zfTRPN1 agonist -0.6, PERK inhibitor 0.8, Calpain2 inh -24, BaF3 parental 4, S1P4 agonist 0.5, TRPML3 agonist 0.6, EP2 modulator 23 and Ba/F3 V617F tox -3.
Screening O=S(=O)(c1cnccc1N1CCN(/N=C/c2ccc(Br)cc2)CC1)N1CCCCC1 returned S1P4 antagonist 0, zfTRPN1 agonist 0.1, PERK inhibitor 1.1, Calpain2 inh -9, BaF3 parental 4, S1P4 agonist 1.1, TRPML3 agonist 0.9, EP2 modulator -36 and Ba/F3 V617F tox 2.
O=C(Cc1ccccc1Cl)N1CCN(c2ncccn2)CC1 was read as S1P4 antagonist 9, zfTRPN1 agonist 0.1, PERK inhibitor 0.8, Calpain2 inh -17, BaF3 parental 7, S1P4 agonist 0.4, TRPML3 agonist 0.0, EP2 modulator 20 and Ba/F3 V617F tox -2.
Screening COc1ccc(NC(=O)CSc2ccccn2)cc1OC returned S1P4 antagonist -5, zfTRPN1 agonist 1.8, PERK inhibitor 0.3, Calpain2 inh -39, BaF3 parental -4, S1P4 agonist -0.1, TRPML3 agonist 1.1, EP2 modulator -2 and Ba/F3 V617F tox -1.
Screening COC(=O)/C=c1\[nH]c2nnc(C)n2c1=O returned S1P4 antagonist -12, zfTRPN1 agonist 0.0, PERK inhibitor 1.7, Calpain2 inh -208, BaF3 parental -1, S1P4 agonist 2.1, TRPML3 agonist 0.8, EP2 modulator 25 and Ba/F3 V617F tox -2.
O=C(NCc1ccncc1)C(F)(F)C(F)(F)C(=O)NCc1ccncc1 was read as S1P4 antagonist -12, zfTRPN1 agonist 1.4, PERK inhibitor 0.2, Calpain2 inh 11, BaF3 parental 6, S1P4 agonist 2.0, TRPML3 agonist 0.9, EP2 modulator -2 and Ba/F3 V617F tox 0.
For COc1ccc(C2N(c3cc(C)on3)C(=O)C3CCCN32)cc1OC (configuration not stated) the results were S1P4 antagonist -6, zfTRPN1 agonist -0.4, PERK inhibitor 0.5, Calpain2 inh -13, BaF3 parental 1, S1P4 agonist 4.5, TRPML3 agonist 0.6, EP2 modulator 16 and Ba/F3 V617F tox 1.
`O=C1CC(SC2=NCCS2)C(=O)N1c1ccc(Br)cc1` (configuration not stated) gave S1P4 antagonist -10, zfTRPN1 agonist 1.7, PERK inhibitor 1.8, Calpain2 inh -14, BaF3 parental 1, S1P4 agonist 0.4, TRPML3 agonist 0.7, EP2 modulator -1 and Ba/F3 V617F tox -4.
For Cc1oc(-c2cccs2)nc1CN1CC[C@@](O)(c2ccccc2)[C@H]2CCCC[C@@H]21 the results were S1P4 antagonist 1, zfTRPN1 agonist 0.9, PERK inhibitor 0.9, Calpain2 inh 9, BaF3 parental 3, S1P4 agonist -0.7, TRPML3 agonist 0.4, EP2 modulator -12 and Ba/F3 V617F tox 2.
NS(=O)(=O)c1cccc(NC(=O)C2CC(=O)N(Cc3ccco3)C2)c1 (configuration not stated) was read as S1P4 antagonist -12, zfTRPN1 agonist 1.1, PERK inhibitor 1.2, Calpain2 inh -16, BaF3 parental 1, S1P4 agonist 0.1, TRPML3 agonist -0.1, EP2 modulator 14 and Ba/F3 V617F tox -2.
For COc1ccc(C(=O)NCCc2c[nH]c3ccccc23)cc1S(=O)(=O)N1CCOCC1 the results were S1P4 antagonist 9, zfTRPN1 agonist 1.8, PERK inhibitor 0.1, Calpain2 inh -19, BaF3 parental 7, S1P4 agonist 0.6, TRPML3 agonist -0.2, EP2 modulator -32 and Ba/F3 V617F tox 2.
For COC(=O)[C@@H](NC(=O)Nc1ccccc1F)C(C)C the results were S1P4 antagonist -7, zfTRPN1 agonist -0.3, PERK inhibitor 2.0, Calpain2 inh -28, BaF3 parental 1, S1P4 agonist 0.3, TRPML3 agonist 0.8, EP2 modulator -5 and Ba/F3 V617F tox 1.
`CCN1CSC(=S)N(Cc2ccc(OC)cc2)C1` gave S1P4 antagonist -4, zfTRPN1 agonist 1.0, PERK inhibitor 0.7, Calpain2 inh -7, BaF3 parental -7, S1P4 agonist 0.8, TRPML3 agonist 0.7, EP2 modulator 6 and Ba/F3 V617F tox 0.
`Cc1ccc(C(=O)OCC(=O)Nc2ccccc2N2CCOCC2)cc1` gave S1P4 antagonist 1, zfTRPN1 agonist -0.8, PERK inhibitor 0.9, Calpain2 inh -11, BaF3 parental 5, S1P4 agonist 0.1, TRPML3 agonist -1.0, EP2 modulator 28 and Ba/F3 V617F tox -2.
For Cc1c(Br)c([N+](=O)[O-])nn1C(C)C(=O)Nc1ccc2c(c1)OCO2 (configuration not stated) the results were S1P4 antagonist -14, zfTRPN1 agonist -1.4, PERK inhibitor -0.3, Calpain2 inh 19, BaF3 parental -2, S1P4 agonist 0.9, TRPML3 agonist -0.7, EP2 modulator 1 and Ba/F3 V617F tox 1.
Screening CC(=O)NC(=S)Nc1cc(C(=O)O)ccc1Cl returned S1P4 antagonist -6, zfTRPN1 agonist -0.8, PERK inhibitor 0.1, Calpain2 inh -37, BaF3 parental 4, S1P4 agonist 0.4, TRPML3 agonist 0.8, EP2 modulator 27 and Ba/F3 V617F tox -1.
CC(C)COC(=O)c1ccc(NC(=O)C2C3C=CC(C3)C2C(=O)O)cc1 (configuration not stated) was read as S1P4 antagonist 11, zfTRPN1 agonist 0.1, PERK inhibitor 0.9, Calpain2 inh 3, BaF3 parental 2, S1P4 agonist 1.0, TRPML3 agonist 0.2, EP2 modulator 11 and Ba/F3 V617F tox 1.
`CCCCN(CC)C(=O)Cc1ccccc1OC` gave S1P4 antagonist -5, zfTRPN1 agonist -2.2, PERK inhibitor 0.6, Calpain2 inh -7, BaF3 parental -2, S1P4 agonist 1.5, TRPML3 agonist -0.4, EP2 modulator 12 and Ba/F3 V617F tox -3.
For COc1ccc(-c2[nH]ncc2/C=N/NC(=O)c2ccc(Br)cc2)c(OC)c1 the results were S1P4 antagonist -10, zfTRPN1 agonist 0.2, PERK inhibitor -0.2, Calpain2 inh -36, BaF3 parental -4, S1P4 agonist 4.3, TRPML3 agonist 0.8, EP2 modulator -13 and Ba/F3 V617F tox -4.
Screening CC(=O)SC(C[N+](=O)[O-])c1cn(C(C)=O)c2ccccc12 (configuration not stated) returned S1P4 antagonist 5, zfTRPN1 agonist 1.3, PERK inhibitor 0.1, Calpain2 inh -35, BaF3 parental 5, S1P4 agonist 1.0, TRPML3 agonist 1.6, EP2 modulator -9 and Ba/F3 V617F tox 2.
Screening C=CCNc1cc(C(F)(F)F)nc(-c2ccccn2)n1 returned S1P4 antagonist -8, zfTRPN1 agonist 0.4, PERK inhibitor 1.6, Calpain2 inh 0, BaF3 parental 0, S1P4 agonist -2.2, TRPML3 agonist -0.1, EP2 modulator 5 and Ba/F3 V617F tox -5.
`O=C(NCCCN1CCOCC1)C(=O)N/N=C/c1ccccc1O` gave S1P4 antagonist -18, zfTRPN1 agonist -1.1, PERK inhibitor 1.4, Calpain2 inh -13, BaF3 parental -2, S1P4 agonist 1.1, TRPML3 agonist 0.9, EP2 modulator 14 and Ba/F3 V617F tox -3.
For COc1cc(/C=C/C(=O)Nc2ccc(N3CCCCC3)c(S(=O)(=O)Nc3ccccc3Cl)c2)cc(OC)c1OC the results were S1P4 antagonist -17, zfTRPN1 agonist -0.5, PERK inhibitor 0.2, Calpain2 inh -49, BaF3 parental 1, S1P4 agonist 0.9, TRPML3 agonist 1.0, EP2 modulator -9 and Ba/F3 V617F tox -8.
Screening O=C(Nc1ccccc1C(=O)NCC1CCCO1)c1ccc(Cl)cc1Cl (configuration not stated) returned S1P4 antagonist 3, zfTRPN1 agonist 1.4, PERK inhibitor -0.4, Calpain2 inh 2, BaF3 parental 4, S1P4 agonist 0.1, TRPML3 agonist -0.3, EP2 modulator 23 and Ba/F3 V617F tox 5.
`COC(=O)C(Nc1ccccc1Cl)(c1cc(C)c(O)c(C)c1)C(F)(F)F` (configuration not stated) gave S1P4 antagonist 16, zfTRPN1 agonist 0.0, PERK inhibitor 0.8, Calpain2 inh 52*, BaF3 parental -1, S1P4 agonist 0.3, TRPML3 agonist -0.2, EP2 modulator -11 and Ba/F3 V617F tox 0.
For CC1(C)Cc2c(c(=S)nc(-c3ccccc3)n2CCOCCO)CO1 the results were S1P4 antagonist -13, zfTRPN1 agonist 0.2, PERK inhibitor 1.2, Calpain2 inh 3, BaF3 parental 10, S1P4 agonist 1.1, TRPML3 agonist 0.9, EP2 modulator 13 and Ba/F3 V617F tox 1.
COc1cccc(-c2nc(COc3ccc(Cl)cc3Cl)no2)c1 was read as S1P4 antagonist 3, zfTRPN1 agonist 0.2, PERK inhibitor 0.3, Calpain2 inh 24, BaF3 parental -2, S1P4 agonist -0.4, TRPML3 agonist 0.5, EP2 modulator -20 and Ba/F3 V617F tox 0.
For O=C(O)Cn1cc(/C=C2/NC(=O)N(c3ccc(Cl)cc3)C2=O)c2ccccc21 the results were S1P4 antagonist 1, zfTRPN1 agonist 2.1, PERK inhibitor -0.8, Calpain2 inh 4, BaF3 parental 3, S1P4 agonist -0.5, TRPML3 agonist 0.1, EP2 modulator -13 and Ba/F3 V617F tox -1.
Screening Cc1ccccc1OCc1nc2ccccc2c(=O)n1N returned S1P4 antagonist -12, zfTRPN1 agonist -1.1, PERK inhibitor 0.7, Calpain2 inh -23, BaF3 parental 2, S1P4 agonist 2.4, TRPML3 agonist 0.2, EP2 modulator 3 and Ba/F3 V617F tox -3.
`CC(=O)OC[C@H]1O[C@H](C/C=N/OC[C@@H](O)[C@H]2O[C@@H]3OC(C)(C)O[C@@H]3[C@H]2O)C=C[C@@H]1OC(C)=O` gave S1P4 antagonist 1, zfTRPN1 agonist 0.2, PERK inhibitor 0.7, Calpain2 inh -2, BaF3 parental 0, S1P4 agonist 0.7, TRPML3 agonist 1.0, EP2 modulator 2 and Ba/F3 V617F tox -5.

Fetched by structure from the list above (2):
`O=C(NCCCN1CCOCC1)C(=O)N/N=C/c1ccccc1O` gave S1P4 antagonist -18, zfTRPN1 agonist -1.1, PERK inhibitor 1.4, Calpain2 inh -13, BaF3 parental -2, S1P4 agonist 1.1, TRPML3 agonist 0.9, EP2 modulator 14 and Ba/F3 V617F tox -3.
For O=C(O)Cn1cc(/C=C2/NC(=O)N(c3ccc(Cl)cc3)C2=O)c2ccccc21 the results were S1P4 antagonist 1, zfTRPN1 agonist 2.1, PERK inhibitor -0.8, Calpain2 inh 4, BaF3 parental 3, S1P4 agonist -0.5, TRPML3 agonist 0.1, EP2 modulator -13 and Ba/F3 V617F tox -1.

Rows were taken by chance; 3.6% or so of the library scored in one or more.
